Screens: PubChem BioAssay, Broad Institute
NSD2 block: inhibitors of human NSD2 methyltransferase. O96028. NSD2-SET H3K36me1 DELFIA fluorescence, biochemical. inhibition, % at 12.5 µM. actives 0.07% (n = 44,000). AID 624260; in the data active = inhibition above about 54%, passing the limit was not always enough; inconclusive = no clear call, values can overlap the other calls;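 also: inhibitors reduce the monomethyl H3K36 fluorescence signal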
Target sequence (O96028 whole entry, looked up): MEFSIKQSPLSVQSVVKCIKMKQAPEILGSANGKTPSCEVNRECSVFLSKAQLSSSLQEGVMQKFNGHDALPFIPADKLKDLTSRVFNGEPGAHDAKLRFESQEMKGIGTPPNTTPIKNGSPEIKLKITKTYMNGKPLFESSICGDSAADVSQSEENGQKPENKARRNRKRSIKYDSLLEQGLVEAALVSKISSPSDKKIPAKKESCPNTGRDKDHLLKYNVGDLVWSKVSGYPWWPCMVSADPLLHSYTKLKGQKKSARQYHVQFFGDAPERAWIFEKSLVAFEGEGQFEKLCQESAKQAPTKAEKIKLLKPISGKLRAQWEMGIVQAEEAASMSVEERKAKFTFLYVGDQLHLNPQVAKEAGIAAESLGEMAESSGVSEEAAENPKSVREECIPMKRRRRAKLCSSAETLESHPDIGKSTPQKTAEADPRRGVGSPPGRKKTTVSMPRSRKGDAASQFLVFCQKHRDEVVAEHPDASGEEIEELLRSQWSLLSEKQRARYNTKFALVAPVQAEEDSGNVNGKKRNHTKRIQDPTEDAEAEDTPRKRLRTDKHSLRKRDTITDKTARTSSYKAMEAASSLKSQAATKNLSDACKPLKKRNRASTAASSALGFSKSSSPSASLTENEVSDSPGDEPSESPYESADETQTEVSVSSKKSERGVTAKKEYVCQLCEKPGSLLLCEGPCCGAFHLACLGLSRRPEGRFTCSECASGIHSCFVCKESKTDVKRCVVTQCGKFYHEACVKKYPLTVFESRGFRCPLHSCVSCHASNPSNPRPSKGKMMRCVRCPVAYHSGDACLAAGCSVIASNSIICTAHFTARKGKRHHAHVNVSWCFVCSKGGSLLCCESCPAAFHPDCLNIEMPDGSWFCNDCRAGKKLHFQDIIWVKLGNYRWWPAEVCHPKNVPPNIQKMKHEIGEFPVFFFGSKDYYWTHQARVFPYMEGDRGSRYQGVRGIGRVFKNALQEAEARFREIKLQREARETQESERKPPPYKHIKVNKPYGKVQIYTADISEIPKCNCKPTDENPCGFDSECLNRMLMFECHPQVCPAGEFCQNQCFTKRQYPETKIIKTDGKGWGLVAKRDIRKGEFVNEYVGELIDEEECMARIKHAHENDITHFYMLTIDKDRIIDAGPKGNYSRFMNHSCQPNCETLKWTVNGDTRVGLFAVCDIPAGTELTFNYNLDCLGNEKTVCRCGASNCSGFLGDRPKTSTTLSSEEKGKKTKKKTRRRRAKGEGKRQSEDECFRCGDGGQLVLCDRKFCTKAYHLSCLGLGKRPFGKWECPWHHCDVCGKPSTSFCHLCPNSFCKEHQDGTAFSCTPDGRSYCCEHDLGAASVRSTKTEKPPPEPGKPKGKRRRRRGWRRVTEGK
* = called active by the depositor; i = inactive; u = inconclusive. A portion of the library (hit frequency here may not be typical).

item | NSD2 block | molecule
1 | 1 | C[C@@H]1CN([C@H](C)CO)C(=O)c2cc(NS(C)(=O)=O)ccc2O[C@@H](C)CCCCO[C@@H]1CN(C)S(=O)(=O)c1cn(C)cn1
2 | 4 | COc1ccc(NC(=O)Nc2ccc3c(c2)CC(=O)N([C@H](C)CO)C[C@H](C)[C@H](CN(C)C(=O)Nc2ccccc2)O3)cc1
3 | 0 | Cc1noc(C)c1NC(=O)Nc1ccc2c(c1)C(=O)N([C@H](C)CO)C[C@@H](C)[C@@H](CN(C)Cc1ccc(C(F)(F)F)cc1)OCCCC[C@H](C)O2
4 | -7 | C[C@@H]1CN([C@@H](C)CO)C(=O)Cc2cc(NS(=O)(=O)c3ccc(Cl)cc3)ccc2O[C@@H]1CN(C)CC1CCCCC1
5 | -1 | CCCNC(=O)C[C@H]1C[C@@H]2c3cc(NC(=O)Nc4ccccc4F)ccc3O[C@@H]2[C@@H](CO)O1
6 | -4 | C[C@@H]1CN([C@H](C)CO)C(=O)c2cc(-c3cncnc3)cnc2O[C@@H]1CN(C)C(=O)Nc1ccc2c(c1)OCO2
7 | 1 | CC(C)NC(=O)N(C)C[C@@H]1Oc2ccc(NS(C)(=O)=O)cc2CC(=O)N([C@H](C)CO)C[C@@H]1C
8 | 0 | O=C(C[C@@H]1C[C@@H]2c3cc(NC(=O)C4CCOCC4)ccc3O[C@@H]2[C@@H](CO)O1)NC1CCCCC1
9 | 4 | CNC[C@@H]1Oc2ccc(NC(=O)Cc3cn(C)c4ccccc34)cc2CC(=O)N([C@H](C)CO)C[C@@H]1C
10 | i | C[C@H](CO)N1C[C@H](C)[C@@H](CN(C)C(=O)c2ccccc2)OCCCC[C@H](C)Oc2ccc(NS(=O)(=O)c3cccs3)cc2C1=O
11 | 3 | COC(=O)[C@H](Cc1ccccc1)N1CC2=C[C@H](C3CC3)n3c(=O)n(C)c(=O)n3[C@@H]2[C@H]1[C@H](O)Cc1ccccc1
12 | 2 | C[C@H](CO)N1C[C@H](C)[C@@H](CN(C)S(=O)(=O)c2ccc(F)cc2)Oc2ccc(NC(=O)Nc3ccccc3)cc2CC1=O
13 | -1 | CCC(=O)N(C)C[C@H]1Oc2cc(-c3ccncc3)ccc2S(=O)(=O)N([C@@H](C)CO)C[C@@H]1C
14 | 2 | COc1ccc(NC(=O)N(C)C[C@@H]2Oc3ccc(NC(=O)CCC(F)(F)F)cc3C(=O)N([C@H](C)CO)C[C@H]2C)cc1
15 | 10 | CNC[C@H]1Oc2ccc(N(C)C)cc2CC(=O)N([C@H](C)CO)C[C@H]1C
16 | 0 | C[C@@H]1CCCCO[C@@H](CN(C)Cc2ccc(Cl)c(Cl)c2)[C@@H](C)CN([C@@H](C)CO)C(=O)c2cc(NC(=O)Nc3ccc(C(F)(F)F)cc3)ccc2O1
17 | 2 | C[C@@H]1CN([C@H](C)CO)C(=O)Cc2cc(NS(=O)(=O)c3ccc(F)cc3)ccc2O[C@H]1CN(C)CC1CC1
18 | -2 | C[C@@H]1CN([C@H](C)CO)S(=O)(=O)c2ccc(C#CC3CC3)cc2O[C@H]1CN(C)Cc1ccccc1
19 | -6 | C[C@H](CO)N1C[C@H](C)[C@@H](CN(C)C(=O)NC2CCCCC2)OCCCC[C@H](C)Oc2ccc(NC(=O)Cc3ccccc3)cc2C1=O
20 | -7 | O=C(C[C@@H]1C[C@@H]2c3cc(NC(=O)Cc4ccncc4)ccc3O[C@@H]2[C@@H](CO)O1)NCc1cccc(F)c1
21 | -13 | COc1ccccc1S(=O)(=O)N[C@H]1C=C[C@@H](CC(=O)NCc2cccc(F)c2)O[C@H]1CO
22 | 1 | COc1ccc(S(=O)(=O)Nc2ccc3c(c2)C(=O)N([C@H](C)CO)C[C@H](C)[C@H](CN(C)S(C)(=O)=O)O3)cc1
23 | -6 | CC(C)CC#Cc1ccc2c(c1)O[C@@H](CN(C)C(=O)Cc1ccccn1)[C@@H](C)CN([C@H](C)CO)S2(=O)=O
24 | -51 | Cc1cc(C(=O)Nc2cccc3c2O[C@@H](CN(C)C(=O)NC2CCCCC2)[C@@H](C)CN([C@@H](C)CO)C3=O)n(C)n1
25 | -3 | C[C@@H]1CN([C@H](C)CO)C(=O)c2cccc(NC(=O)C3CCOCC3)c2O[C@H]1CN(C)C(=O)Nc1ccc(C(F)(F)F)cc1
26 | -2 | COc1ccc(S(=O)(=O)N(C)C[C@H]2Oc3ncc(/C=C/c4ccccc4)cc3C(=O)N([C@H](C)CO)C[C@@H]2C)cc1
27 | 4 | CO[C@@H](CN(C)Cc1ccc2c(c1)OCO2)[C@H](C)CN(C(=O)c1ccccc1)[C@H](C)CO
28 | 1 | C[C@H](CO)N1C[C@H](C)[C@H](CN(C)C(=O)Nc2ccccc2)Oc2c(NC(=O)NC3CCCCC3)cccc2C1=O
29 | -3 | C[C@@H]1CN([C@H](C)CO)C(=O)c2cc(NS(=O)(=O)c3cccs3)ccc2O[C@@H]1CN(C)Cc1ccc(Oc2ccccc2)cc1
30 | -5 | C[C@H]1CN([C@@H](C)CO)C(=O)c2cccc(NC(=O)Nc3cccc4ccccc34)c2O[C@@H]1CN(C)C(=O)Nc1cccc2ccccc12

Some of these compounds in order of their number in NSD2 block, descending.
entry | mol | NSD2 block
28 | C[C@H](CO)N1C[C@H](C)[C@H](CN(C)C(=O)Nc2ccccc2)Oc2c(NC(=O)NC3CCCCC3)cccc2C1=O | 1
26 | COc1ccc(S(=O)(=O)N(C)C[C@H]2Oc3ncc(/C=C/c4ccccc4)cc3C(=O)N([C@H](C)CO)C[C@@H]2C)cc1 | -2
29 | C[C@@H]1CN([C@H](C)CO)C(=O)c2cc(NS(=O)(=O)c3cccs3)ccc2O[C@@H]1CN(C)Cc1ccc(Oc2ccccc2)cc1 | -3

Continuation:
item | NSD2 block | molecule
31 | -3 | O=C(Nc1ccc2c(c1)[C@H]1C[C@H](CC(=O)N3CCOCC3)O[C@H](CO)[C@H]1O2)c1cccnc1
32 | 3 | COc1cccc(-c2cnc3c(c2)C(=O)N([C@@H](C)CO)C[C@H](C)[C@@H](CN(C)Cc2ccccc2)O3)c1
33 | -1 | Cc1ccc(OC(=O)N(C)C[C@@H]2OCc3ccccc3-c3ccccc3C(=O)N([C@H](C)CO)C[C@H]2C)cc1
34 | 21 | Cc1noc(C)c1NC(=O)Nc1ccc2c(c1)CC(=O)N([C@H](C)CO)C[C@@H](C)[C@H](CN(C)CC1CC1)O2
35 | 1 | Cc1noc(C)c1S(=O)(=O)Nc1ccc2c(c1)C(=O)N([C@@H](C)CO)C[C@@H](C)[C@@H](CN(C)C(=O)Nc1cccc3ccccc13)O2
36 | -5 | C[C@@H]1CN([C@H](C)CO)C(=O)c2cccc(NC(=O)CCCCCC(=O)Nc3ccccc3N)c2O[C@H]1CN(C)C(=O)NC1CCCCC1
37 | 0 | Cc1ccc(S(=O)(=O)N(C)C[C@H]2OCCCC[C@H](C)Oc3ccc(NC(=O)c4ccccc4)cc3C(=O)N([C@H](C)CO)C[C@@H]2C)cc1
38 | -2 | C[C@@H]1CN([C@H](C)CO)C(=O)c2cc(NC(=O)c3ccncc3)ccc2O[C@@H]1CN(C)C(=O)Nc1ccc(C(F)(F)F)cc1
39 | 15 | CCC(=O)N(C)C[C@@H]1Oc2ncc(C#Cc3cccnc3)cc2C(=O)N([C@@H](C)CO)C[C@H]1C
40 | -1 | C/C=C/c1cnc2c(c1)C(=O)N([C@H](C)CO)C[C@@H](C)[C@@H](CN(C)C(=O)c1cccc(F)c1)O2
41 | -6 | C[C@@H]1CN([C@@H](C)CO)S(=O)(=O)c2ccc(C#CC3CCCC3)cc2O[C@@H]1CN(C)C(=O)Nc1cc(F)ccc1F
42 | -3 | C[C@H]1CN([C@@H](C)CO)C(=O)c2cc(NS(=O)(=O)c3cccs3)ccc2O[C@@H]1CN(C)C(=O)Nc1ccc2c(c1)OCO2
43 | 1 | COc1cccc(S(=O)(=O)N(C)C[C@@H]2OCc3cnnn3CCCC(=O)N([C@@H](C)CO)C[C@@H]2C)c1
44 | -2 | C[C@H]1CN([C@@H](C)CO)C(=O)Cc2cc(NS(C)(=O)=O)ccc2O[C@H]1CN(C)Cc1ccc2c(c1)OCO2
45 | -9 | C[C@H](CO)N1C[C@H](C)[C@H](CN(C)Cc2ccccn2)Oc2cc(-c3cncnc3)ccc2S1(=O)=O
46 | -3 | C[C@H](CO)N1C[C@H](C)[C@H](CN(C)CC2CC2)Oc2cc(-c3ccc(C#N)cc3)ccc2S1(=O)=O
47 | 2 | COCC(=O)N(C)C[C@@H]1Oc2cc(C#CC(C)C)ccc2S(=O)(=O)N([C@@H](C)CO)C[C@@H]1C
48 | 7 | COc1cccc(S(=O)(=O)N[C@H]2CC[C@@H](CC(=O)NC3CCC3)O[C@H]2CO)c1
49 | -5 | Cc1ccccc1-c1cnc2c(c1)C(=O)N([C@H](C)CO)C[C@@H](C)[C@@H](CN(C)C(=O)CN(C)C)O2
50 | -114 | C[C@@H]1CCCCO[C@@H](CN(C)S(=O)(=O)c2cn(C)cn2)[C@H](C)CN([C@H](C)CO)C(=O)c2cc(NS(=O)(=O)c3ccc(F)cc3)ccc2O1

Entries by screen from the entries so far:
Nos. 41 to 50 in NSD2 block read -6, -3, 1, -2, -9, -3, 2, 7, -5, -114

The list goes on:
item | NSD2 block | molecule
51 | 12 | Cc1ccc(S(=O)(=O)Nc2ccc3c(c2)CC(=O)N([C@@H](C)CO)C[C@H](C)[C@@H](CN(C)C(=O)Nc2c(C)noc2C)O3)cc1
52 | -3 | COc1ccc(NC(=O)N(C)C[C@@H]2Oc3ccc(NC(=O)Nc4cccc5ccccc45)cc3C(=O)N([C@@H](C)CO)C[C@@H]2C)cc1
53 | 1 | O=C1O[C@H](c2ccccc2)[C@H](c2ccccc2)N2[C@H]1[C@@H](C(=O)NC[C@H](O)c1ccccc1)[C@]1(C(=O)Nc3ccc(C#CC4=CCCCC4)cc31)[C@H]2c1ccc(OCCO)cc1
54 | -4 | O=C1C2C=C(I)[C@H](C[C@@H]2OCCCCCCO)[C@@]12CO2
55 | u | CC(C)NC(=O)N(C)C[C@@H]1OCCCC[C@@H](C)Oc2ccc(NC(=O)CCC(F)(F)F)cc2C(=O)N([C@@H](C)CO)C[C@H]1C
56 | 10 | Cc1c(C(=O)Nc2sc3c(c2C(=O)NCCc2ccccc2)CCC3)oc2ccc(F)cc12
57 | 1 | C/C=C/c1ccc2c(c1)O[C@H](CN(C)C(=O)c1cccnc1)[C@@H](C)CN([C@H](C)CO)S2(=O)=O
58 | 2 | C[C@H](CO)N1C[C@H](C)[C@H](CN(C)C(=O)Nc2cccc3ccccc23)OCCCC[C@H](C)Oc2ccc(NS(C)(=O)=O)cc2C1=O
59 | -2 | C[C@H]1CN([C@@H](C)CO)C(=O)Cc2cc(NS(C)(=O)=O)ccc2O[C@@H]1CN(C)Cc1ccccc1
60 | 2 | CNCCNS(=O)(=O)c1cccc2cnccc12
61 | 3 | C[C@H](CO)N1C[C@H](C)[C@@H](CN(C)Cc2ccc(Cl)c(Cl)c2)Oc2ccc(NC(=O)c3ccncc3)cc2CC1=O
62 | 1 | C[C@@H]1CCCCO[C@@H](CN(C)C(=O)Nc2ccccc2)[C@@H](C)CN([C@@H](C)CO)C(=O)c2cc(NC(=O)c3ccccc3)ccc2O1
63 | 6 | C[C@@H]1CN([C@@H](C)CO)C(=O)c2cc(NC(=O)CCC(F)(F)F)ccc2O[C@@H]1CN(C)C
64 | -1 | COc1ccc(NC(=O)Nc2ccc3c(c2)C(=O)N([C@@H](C)CO)C[C@@H](C)[C@@H](CN(C)S(=O)(=O)c2ccccc2)O3)cc1
65 | -2 | Cc1noc(C)c1NC(=O)N(C)C[C@@H]1Oc2ccc(NS(C)(=O)=O)cc2C(=O)N([C@H](C)CO)C[C@H]1C
66 | 2 | CC(C)NC(=O)Nc1ccc2c(c1)C(=O)N([C@@H](C)CO)C[C@@H](C)[C@H](CN(C)Cc1ccccc1)OCCCC[C@@H](C)O2
67 | 4 | C[C@H](O)C#Cc1ccc2c(c1)O[C@H](CN(C)CC1CCOCC1)[C@H](C)CN([C@H](C)CO)S2(=O)=O
68 | 1 | C[C@@H]1CN([C@@H](C)CO)C(=O)c2cc(NC(=O)c3ccncc3)ccc2O[C@@H](C)CCCCO[C@@H]1CN(C)C(=O)C1CCCCC1
69 | -3 | C[C@H](CO)N1C[C@H](C)[C@H](CN(C)S(=O)(=O)c2ccccc2)Oc2cc(C#Cc3ccncc3)ccc2S1(=O)=O
70 | -3 | O=C(O)CCC/C=C\C[C@@H]1[C@@H](/C=C/[C@@H](O)COc2cccc(C(F)(F)F)c2)[C@H](O)C[C@@H]1O

Laid out differently: 2 of the compounds above.
61) C[C@H](CO)N1C[C@H](C)[C@@H](CN(C)Cc2ccc(Cl)c(Cl)c2)Oc2ccc(NC(=O)c3ccncc3)cc2CC1=O
  NSD2 block: 3

62) C[C@@H]1CCCCO[C@@H](CN(C)C(=O)Nc2ccccc2)[C@@H](C)CN([C@@H](C)CO)C(=O)c2cc(NC(=O)c3ccccc3)ccc2O1
  NSD2 block: 1

Further compounds follow:
item | NSD2 block | molecule
71 | 3 | Cc1ccc(S(=O)(=O)Nc2ccc3c(c2)C(=O)N([C@@H](C)CO)C[C@@H](C)[C@H](CN(C)C(=O)Nc2ccc(C(F)(F)F)cc2)OCCCC[C@@H](C)O3)cc1
72 | -2 | COCCOC(=O)N1C(=O)[C@@]2(c3cc(C#CCCO)ccc31)[C@H](c1ccccc1OCCO)N1[C@H](c3ccccc3)[C@H](c3ccccc3)OC(=O)[C@H]1[C@@H]2C(=O)N1CCc2cc(OC)c(OC)cc2C1
73 | -2 | C[C@@H]1CN([C@H](C)CO)C(=O)c2cc(C#CC3CC3)cnc2O[C@H]1CN(C)C(=O)c1ccncc1
74 | -3 | Cc1noc(C)c1NC(=O)Nc1ccc2c(c1)CC(=O)N([C@H](C)CO)C[C@@H](C)[C@@H](CN(C)C(=O)NC1CCCCC1)O2
75 | -1 | C/C=C/c1cnc2c(c1)C(=O)N([C@@H](C)CO)C[C@@H](C)[C@H](CN(C)S(=O)(=O)c1ccccc1F)O2
76 | 3 | O=C(C[C@@H]1C[C@@H]2c3cc(NC(=O)NC4CCCC4)ccc3O[C@@H]2[C@@H](CO)O1)NCc1cccc(F)c1
77 | -2 | C[C@@H]1CN([C@H](C)CO)S(=O)(=O)c2ccc(C3=CCCC3)cc2O[C@H]1CN(C)Cc1cncnc1
78 | -3 | C[C@H]1CCCCO[C@H](CN(C)S(C)(=O)=O)[C@@H](C)CN([C@@H](C)CO)C(=O)c2cc(NC(=O)c3ccccc3)ccc2O1
